High-throughput results deposited in PubChem BioAssay by Broad Institute.
PglD DTNB: inhibitors of Campylobacter jejuni PglD acetyltransferase. purified PglD enzyme, DTNB colorimetric CoA detection. inhibition, % at 12.5 µM. 360,000 tested, 0.098% active. AID 602405; in the data active means inhibition above about 16%, passing the limit was not always enough; further: strong numbers were not always called active
Active calls of the source: *.

PglD DTNB | structure
-2 | COC(=O)N/N=C/c1cc(C)n(-c2cccc3ccccc23)c1C
2 | Cc1ccc2c(Cl)c(C(=O)NCC3CCCO3)sc2c1 (stereo unspecified)
-5 | FC(F)(F)c1cccc(N2CCN(CC3CC=CCC3)CC2)c1 (stereo unspecified)
2 | CC(C)(C)c1cc(NC(=O)COC(=O)C2CC2)n(-c2ccccc2)n1
3 | Cn1nnnc1Sc1ncnc2scc(-c3cccs3)c12
0 | O=c1[nH]cnc2c1sc1nc3c(c(-c4ccc(Cl)cc4)c12)CCC3
0 | CC(C)C(NS(=O)(=O)c1cccs1)C(=O)N1CCc2ccccc2C1 (stereo unspecified)
7 | Cc1noc(C)c1C(=O)N1CCCC1
-1 | CC(CN1CCN(C)CC1)OC(=O)c1ccc(Cl)cc1 (stereo unspecified)
0 | O=C(CCN1C(=O)c2ccccc2C1=O)NC1=NCCS1
-2 | O=C(Nc1ccccc1Cl)N1CCn2c(nc3ccccc32)C1
-3 | Oc1ccccc1-c1nc(NCc2ccco2)c2ccccc2n1
1 | COC(=O)c1c(NC(=O)c2cccs2)sc2c1CCCC2
7 | Cc1sc2nc(C3CC3)nc(NCCNS(C)(=O)=O)c2c1C
0 | N#C/C(=C\c1cn(Cc2ccc(F)cc2)c2ccccc12)C(=O)NCc1ccco1
-1 | Cc1ccccc1S(=O)(=O)c1c(C)cc(C)n(C(C)C)c1=O
-2 | N#Cc1nc(-c2cccs2)oc1NCc1ccc2c(c1)OCO2
-1 | COc1ccccc1N1CCN(C(=O)Nc2cccc(C)c2)CC1
-4 | Cc1cc(C)nc(N2CCCC(C(=O)Nc3ccc4c(c3)OCCO4)C2)n1 (stereo unspecified)
-1 | O=S(=O)(c1cccc(-c2cn3cc(Cl)ccc3n2)c1)N1CCOCC1
-1 | Nc1nc(CN2CCN(c3ccccc3F)CC2)nc(Nc2ccccc2)n1
0 | CCOc1ccc(-c2nc(C#N)c(NC3CC3)o2)cc1
2 | CCCn1nnnc1SCC(=O)Nc1nnc(CC)s1
1 | CCOC(=O)Cc1cc(=O)n2[nH]c(C)cc2n1
1 | CCCc1nn2c(=O)c(C(c3cccc(Cl)c3)c3c(O)nc4sc(CCC)nn4c3=O)c(O)nc2s1
4 | Cc1cc2cc(CCNC(=O)c3ccc(C)c([N+](=O)[O-])c3)c(=O)[nH]c2cc1C
0 | Cc1ccc(C(=O)OC2CCS(=O)(=O)c3sccc32)cc1 (stereo unspecified)
4 | CC(=O)N1CCN(C(=S)c2ccc([N+](=O)[O-])cc2)CC1
0 | Cc1ccc(CC(=O)Nc2nncs2)cc1
-2 | Cc1cc2c(c(=O)n1Cc1cccnc1)C(c1ccccc1)C(C#N)=C(N)O2 (stereo unspecified)
1 | Cc1ccc(Sc2ncccc2C(=O)O)c(C)c1
15 | Cc1[nH]c2ccccc2c1C(=O)C(=O)NCCc1ccc(S(N)(=O)=O)cc1
-6 | COc1ccc(C(C[N+](=O)[O-])C2(c3ccc(OC)c(OC)c3)C(=O)c3ccccc3C2=O)cc1 (stereo unspecified)
5 | O=C(Nc1ccc2c(c1)Cc1ccccc1-2)c1ccc(Br)o1
1 | CSCCC1C(=O)OC2(C)CC(C)(C)NC(=S)N12 (stereo unspecified)
-3 | Cn1c(SCC(=O)Nc2ccc(NC(=O)c3cccs3)cc2)nnc1-c1ccncc1
0 | Cc1c(C(=O)Nc2ccc(OC(F)(F)F)cc2)sc2nc3n(c(=O)c12)CCC3
-1 | O=C(CC12CCC(CC1)C2)NCc1ccc2c(c1)OCO2
4 | CCOc1ccc(Br)cc1S(=O)(=O)N1CCCC1
0 | CC(=O)Nc1cc(C(=O)c2ccccc2)ccc1N1CCOCC1
13 | COc1ccc(C)cc1-n1c(-c2ccncc2)n[nH]c1=S
-4 | COc1ccc(C(=O)COC(=O)c2ccc(NC(C)=O)cc2)cc1[N+](=O)[O-]
3 | O=C1C2CC=CCC2C(=O)N1CC1CCCO1 (stereo unspecified)
-2 | COc1cccc(-c2nc3sc4c(c3c(=O)[nH]2)CCCCC4)c1
0 | O=C(Cc1ccc(Cl)cc1)NC(=S)Nc1ccccc1N1CCOCC1
4 | Cc1cc(C)c(C)c(S(=O)(=O)Nc2ccc(O)cc2)c1C
4 | CCOCCCNC(=S)Nc1ccc2nc(N3CCCC3)cc(C)c2c1
12 | Cc1cc(C)n(-c2nc3ccccc3c(=O)n2OC2CCCCC2)n1
2 | Cc1ccc(CNC(N)=S)cc1
-2 | O=C(Nc1nccs1)c1ccc(CSc2nnnn2-c2ccccc2)cc1
6 | Cc1ccc(C(=O)OCC(=O)Nc2ccccc2Sc2ccccc2)cc1C
4 | CCS(=O)(=O)c1ccc(C(=O)Nc2cccc(Cl)c2)c(Cl)c1Cl
4 | C=CCN1C(=O)/C(=C\c2ccc(Cl)cc2)N=C1SCC(=O)NC1CCCCC1
-3 | COc1ccc(C2N(C(=O)c3ccccc3)CCN2C(=O)c2ccccc2)cc1
-5 | CN(C)S(=O)(=O)c1cccc(C(=O)C2=C3SC=C(c4ccccc4)N3CC2)c1
-2 | COC(=O)c1ccc(N=NNc2ccc(C(=O)OC)cc2)cc1
2 | CCOCCn1c(N(C)Cc2ccccc2)nc2c1c(=O)[nH]c(=O)n2C
1 | O=C(Oc1cccc(Nc2ncnc3ccccc23)c1)c1ccccc1Cl
-3 | Cc1ccc2oc(C(=O)NCc3ccc4c(c3)OCO4)c(C)c2c1
-3 | O=C(O)c1cccc(S(=O)(=O)Nc2ccc3c(c2)OCO3)c1

Some of the entries so far, bar-delimited:
canonical_smiles | PglD DTNB
COc1ccc(C(=O)COC(=O)c2ccc(NC(C)=O)cc2)cc1[N+](=O)[O-] | -4
O=C1C2CC=CCC2C(=O)N1CC1CCCO1 (stereo unspecified) | 3
COc1cccc(-c2nc3sc4c(c3c(=O)[nH]2)CCCCC4)c1 | -2
O=C(Cc1ccc(Cl)cc1)NC(=S)Nc1ccccc1N1CCOCC1 | 0
Cc1cc(C)c(C)c(S(=O)(=O)Nc2ccc(O)cc2)c1C | 4
CCOCCCNC(=S)Nc1ccc2nc(N3CCCC3)cc(C)c2c1 | 4
Cc1cc(C)n(-c2nc3ccccc3c(=O)n2OC2CCCCC2)n1 | 12
Cc1ccc(CNC(N)=S)cc1 | 2

The list continues:
PglD DTNB | structure
-4 | O=C(c1ccccc1)c1c[nH]c(C(=O)NCc2cccnc2)c1
0 | O=C1N/C(=C\c2ccccc2)C(O)=C1C=NCc1ccccc1
10 | Cc1cc(C)c(C#N)c(Nc2ccccc2Cl)n1
2 | CCN1CCN(C(c2cc(OC)c(OC)c(OC)c2)c2nnnn2C(C)C)CC1 (stereo unspecified)
0 | O=C(Nc1cccnc1)c1cnn2c(C(F)F)cc(C3CC3)nc12
-2 | COCCCNC(=O)c1ccc(Cn2c(=O)c3ccccc3n(Cc3ccccc3C)c2=O)cc1
1 | O=C(NNC(=S)Nc1ccccc1)c1cccs1
4 | CCOC(=O)C(C)Oc1ccc(=O)n(-c2ccccc2)n1 (stereo unspecified)
4 | Cc1ccccc1NC(=O)CSc1nc(Nc2ccccc2)nc(N2CCOCC2)n1
0 | Cc1ccsc1/C=N/n1c(-c2ccco2)n[nH]c1=S
-1 | Cc1onc(-c2c(F)cccc2Cl)c1C(=O)OCC(=O)Nc1c(C)n(C)n(-c2ccccc2)c1=O
7 | CC1(C)CC(=O)C(C=N)=C(O)C1
-2 | Cc1cc(=O)n2c(-c3ccccc3C)n[nH]c2n1
-2 | Cc1ccc(S(=O)(=O)NCCSc2ccccc2)cc1[N+](=O)[O-]
1 | COCCCNC(=O)CCn1c(=O)c2ccccc2n(CC(=O)Nc2ccc(C)cc2C)c1=O
-1 | COc1ccc(S(=O)(=O)Nc2cc3c4c(oc3c3ccccc23)CC(C)(C)CC4=O)cc1
0 | COc1cc2c(cc1OC)CN(C(=O)CSc1nnc(C)s1)CC2
8 | O=C(COC(=O)c1ccc(S(=O)(=O)N2CCOCC2)cc1)Nc1nc(-c2ccccc2)cs1
-4 | CCc1nc(C)ccc1OCC(=O)O
4 | COC(=O)c1cnn2c3c(c(C)nc12)CCCC3
0 | CCOc1ccc(-n2c(Cc3ccccc3)nnc2SCc2c(C)noc2C)cc1
0 | COc1ccc(CCNC(=O)Cc2cc(OC)c(OC)cc2[N+](=O)[O-])cc1OC
-3 | CCc1ccc(CN2CCC(C(=O)Nc3cccc(-c4nnc(C)s4)c3)CC2)o1
-4 | COc1ccc(CNC(=O)c2csc(Cc3ccccc3)n2)cc1
-3 | c1ccc(N(c2ccccc2)c2nc(N3CCCC3)nc(-n3ccnc3)n2)cc1
-2 | CCN(CC)S(=O)(=O)c1cccc(NC(=O)c2ccc(-n3nc(C)cc3C)cc2)c1
-1 | COC(=O)C1C(=O)C2=C(CC1C)NC(=O)CC2c1ccccc1 (stereo unspecified)
-5 | COC(=O)c1c(/N=C/N(C)C)sc2c1CCN(c1ncc(C(F)(F)F)cc1Cl)C2
1 | COC(=O)c1ccc(CSc2nnnn2C)o1
2 | Cc1cc(C=O)c(C)n1-c1cc(C(F)(F)F)ccc1N1CCOCC1
4 | O=c1cc(-c2ccccc2Cl)oc2c(NS(=O)(=O)c3cc(Cl)cc(Cl)c3O)ccc(O)c12
-4 | O=C(NCc1cccc(Cl)c1)c1ccc(S(=O)(=O)Nc2cccc(C(F)(F)F)c2)cc1
-1 | Cc1c(CCO)c(=O)n(C)n1C(=O)c1ccc(F)cc1
-4 | Cc1cc(N(CCO)CCO)ccc1C(c1ccc(N(CCO)CCO)cc1C)c1ccccc1Cl
0 | Clc1cccc(Cl)c1NC1=NCCC1
-4 | CC(Sc1nc2cc([N+](=O)[O-])ccc2n1-c1ccc(F)cc1)C(=O)NCc1ccc2c(c1)OCO2 (stereo unspecified)
0 | COC(=O)c1cccc(NC(=O)c2cccnc2)c1
-2 | Cc1onc(-c2ccccc2Cl)c1C(=O)Nc1cccc(-c2nc3ncccn3c2C)c1
-2 | NS(=O)(=O)c1ccc(S(=O)(=O)N2CCCC2)cc1
14 | O=C(NN=C1CCCCCC1)c1ccc(Br)o1
6 | O=c1ccc(Br)c[nH]1
0 | O=C(O)/C=C/c1cccc(NS(=O)(=O)c2ccccc2)c1
4 | Cc1nc(SCC(=O)NCc2ccco2)nc(C)c1C
-1 | NS(=O)(=O)c1ccc(S(=O)(=O)c2ccccc2)nc1
-2 | COC(=O)c1ccc(NC(=O)CCN2CCN(c3ccccc3)CC2)cc1
-2 | Cc1ccc(N(CC(=O)NCc2cccnc2)S(C)(=O)=O)cc1C
9 | Cc1ccc(C(=O)/C=C2\NCCNC2=O)cc1
-1 | COCc1[nH][nH]c(=O)c1C=Nc1ccc(F)cc1F
-4 | NS(=O)(=O)c1ccc(NC(=O)COC(=O)CCC2CCCCC2)cc1
10 | Cc1cc(NS(=O)(=O)c2ccccc2)n(-c2ccccc2)n1
3 | CCc1ccc(C(C)NC(=S)NC2CCCCC2)cc1 (stereo unspecified)
0 | Cc1ccc(C)c(S(=O)(=O)NCc2ccc(C(=O)N3CC(C)OC(C)C3)cc2)c1 (stereo unspecified)
-1 | Cc1ccc(S(=O)(=O)NCc2ccc(C(=O)NCCCN3CCN(C)CC3)cc2)cc1
5 | CCOc1cc(S(=O)(=O)NCc2ccc3c(c2)OCO3)c(C)cc1C
-2 | Cc1cc2oc(=O)cc(CSc3nnc(C)n3N)c2cc1C(C)C
1 | O=C(CSc1nnc(-c2ccc3c(c2)OCCO3)o1)N1CCCC1
1 | Cc1ccc(C(=O)NC2c3ccccc3-c3ccccc32)cc1
5 | CC(C)CC(=O)NC(=S)Nc1cccc(NC(=O)c2ccccc2Cl)c1
-2 | CCN(CC)C(=O)c1cc(-c2ccccc2OC)on1
-6 | Cc1ccc(CSc2nc3c(c(=O)[nH]2)C(c2ccncc2)C2=C(CCCC2=O)N3)cc1 (stereo unspecified)

Next section
PglD DTNB | structure
-5 | CSC1=N/C(=C\c2ccc(Br)o2)C(=O)S1
3 | Cc1ccc(-c2nn3c(C)nnc3s2)cc1N
-3 | COc1ccc(OCCCC(=O)Nc2cccc(C(C)=O)c2)cc1
0 | Cn1c(CNC(=O)Nc2ccccc2Cl)nnc1SCc1ccccc1
-6 | Cc1nn(Cc2ccc(Cl)c(Cl)c2)c(C)c1NC(=O)c1sc2ccccc2c1Cl
3 | c1coc(CNc2c3c(nc4ncnn24)CCCC3)c1
5 | COC(=O)c1ccccc1S(=O)(=O)C(C)(C)C
0 | O=C(O)COc1ccc(-c2nnn(CC(=O)O)n2)cc1
-8 | CCOC(=O)/C=C1\SCC(=O)N1CC(=O)NC(c1ccccc1)c1ccccc1
-7 | COc1cc(C=O)ccc1OCCOCCOc1ccccc1Cl
7 | Cc1occc1C(=O)NNC(=O)Nc1ccc(F)cc1F
6 | O=C(N/N=C/c1cccc(OC(=O)c2ccco2)c1)c1ccc(F)cc1
-6 | COC(=O)C1=CN(C)C=C(C(=O)OC)C1c1ccccc1Cl
4 | C/C(=N\NC(=O)c1cccc(C)c1)c1ccc(N2CCOCC2)cc1
4 | O=C(COC(=O)CCC(=O)c1cccs1)Nc1ncc(Cl)cc1Cl
2 | COC(=O)c1nc2ccccc2s1
4 | NC(=O)c1c(N)sc(=S)n1CC1CCCO1 (stereo unspecified)
-2 | CC(C)CCNC(=O)c1cc([N+](=O)[O-])ccc1N1CCOCC1
-2 | O=C(CCCCCN1C(=O)CCC1=O)Nc1ccc(Br)cc1F
-1 | Cc1ccsc1/C=N/NC(=O)CO
-2 | COC(=O)c1c(NC(=O)COC(=O)[C@@H](NS(=O)(=O)c2ccccc2)C(C)C)sc2c1CCC2
10 | Cc1nn(C)c(C(=O)Nc2ccc(S(=O)(=O)NC34CC5CC(CC(C5)C3)C4)cc2)c1Br
14 | Cc1ccccc1NC(=O)c1cccc(N2C(=O)C3C4CCC(C4)C3C2=O)c1 (stereo unspecified)
-5 | Cc1cc(C)cc(OCC(=O)N/N=C/c2ccncc2)c1
0 | Cc1nn(CCO)c2c1C(=O)CCC2
-3 | c1ccc(CSc2nnc(Cc3ccccn3)o2)cc1

A stretch of the results above, for reference:
PglD DTNB | structure
-2 | O=C(CCCCCN1C(=O)CCC1=O)Nc1ccc(Br)cc1F
-1 | Cc1ccsc1/C=N/NC(=O)CO
-2 | COC(=O)c1c(NC(=O)COC(=O)[C@@H](NS(=O)(=O)c2ccccc2)C(C)C)sc2c1CCC2
10 | Cc1nn(C)c(C(=O)Nc2ccc(S(=O)(=O)NC34CC5CC(CC(C5)C3)C4)cc2)c1Br
14 | Cc1ccccc1NC(=O)c1cccc(N2C(=O)C3C4CCC(C4)C3C2=O)c1 (stereo unspecified)
-5 | Cc1cc(C)cc(OCC(=O)N/N=C/c2ccncc2)c1

The list is partial; rates above refer to the full screens.
